Assay outcomes: PubChem, National Center for Advancing Translational Sciences (NCATS)
Tb PYK inh: qHTS of Trypanosoma Brucei Inhibitors. TbPYK enzyme, Kinase-Glo Plus ATP luminescence, 45 min. pyruvate kinase (Trypanosoma brucei), Q57TT1. 0.12% of 410,000 active. AID 624173, 2012. Potency, µM (titrated, usually from 76.8 µM), without a hit: at the top dose activity, negative = inhibition, hits mostly inhibitors; note: potency is the fitted concentration of half-maximal effect; % is set by controls: 0 for no effect and ±100 for the full control effect; nearly all actives have a fitted effect of over 50% in size
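Glycolytic pyruvate kinase of T. brucei was incubated with substrate, test compound and 130 uM ADP for 45 minutes at room temperature. Luminescent Kinase-Glo Plus signal was measured after 10 minutes.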
Shiga inhibitor: A qHTS for Small Molecule Inhibitors of Shiga Toxin. Vero cells, Shiga toxin protein synthesis inhibition reporter. inhibition, % at 38.7 µM. 9.2% of 290,000 active; in the data active = inhibition mostly above about 28%, no sharp cut-off; inactive = mostly below about 43%; note: 0% is about no effect
Cycloheximide cs: Cycloheximide Counterscreen for Small Molecule Inhibitors of Shiga Toxin; max response, %; 12% of 300,000 active; cell reporter, cycloheximide protein synthesis inhibition counterscreen; in the data active = max response mostly above about 13%, no sharp cut-off; inactive = mostly below about 14%; note: read at 38.3 µM for the half of the compounds with a filed dose; 0% is about no effect
AmpC no deterg: qHTS Inhibitors of AmpC Beta-Lactamase (assay without detergent); P00811; AmpC nitrocefin hydrolysis, absorbance 480 nm, 0.0001% Triton; Potency, µM (series often up to 57.1 µM), inactives show top-dose activity change, negative = inhibition, hits mostly inhibitors; 0.52% of 330,000 active; AID 485341, 2010;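 note: potency is the fitted concentration of half-maximal effect; plate controls were no compound for no effect and no enzyme for full effect; nearly all actives have a fitted effect of over 20% in size; some results filed as inactive show a strong effect at the top dose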
Target sequence (P00811 whole entry, looked up): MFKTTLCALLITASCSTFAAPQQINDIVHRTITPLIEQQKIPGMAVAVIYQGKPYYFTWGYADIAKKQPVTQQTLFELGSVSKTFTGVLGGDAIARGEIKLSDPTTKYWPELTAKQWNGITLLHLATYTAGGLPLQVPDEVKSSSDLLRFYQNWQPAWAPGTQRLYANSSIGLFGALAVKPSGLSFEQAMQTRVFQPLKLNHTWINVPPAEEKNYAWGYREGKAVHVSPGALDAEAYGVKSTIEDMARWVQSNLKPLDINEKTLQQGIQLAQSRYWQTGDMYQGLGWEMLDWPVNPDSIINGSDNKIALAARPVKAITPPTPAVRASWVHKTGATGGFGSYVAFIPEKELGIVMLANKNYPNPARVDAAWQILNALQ
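20 mM phosphate pH 7.0 + 0.01% (detergent screen) or 0.0001% Triton X-100; 5.3 nM AmpC reagent; cpd preinc 15 min RT; nitrocefin (800 uM stock) to start; A480 q20 s × 4 min; Activity was normalised to no-enzyme and no-compound control wells.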
Pf growth 48h: Primary qHTS for delayed death inhibitors of the malarial parasite plastid, 48 hour incubation | P. falciparum luciferase growth in erythrocytes, 48 h | Potency, µM (doses to about 28.7 µM), for the others: top-dose activity change, negative = inhibition, hits mostly inhibitors | 5.9% of 310,000 active; note: potency is the fitted concentration of half-maximal effect; % is set by controls: 0 for no effect and ±100 for the full control effect
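First compound was added to culture medium, then infected red cells at 0.1% parasitemia and 2% hematocrit (final). After incubation at 37 C under 5% CO2, luciferase detection reagent was dispensed and light output recorded.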
Pf growth 96h: Primary qHTS for delayed death inhibitors of the malarial parasite plastid, 96 hour incubation | P. falciparum luciferase reporter growth, 96 h | Potency, µM (highest dose often 28.7 µM), for inactives: top-dose activity change, negative = inhibition, hits mostly inhibitors | 6.9% of 320,000 active | AID 504834, 2011; note: potency is the fitted concentration of half-maximal effect; % is set by controls: 0 for no effect and ±100 for the full control effect
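Two parasite generations (96 h, 37 C, 5% CO2) of compound exposure in infected erythrocytes (0.05% parasitemia, 2% hematocrit). Luciferase-reporter P. falciparum; decreased luminescence indicates inhibited growth, aimed at apicoplast-acting delayed death.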
LmPK inhibitor: qHTS Assay for Inhibitors of Leishmania Mexicana Pyruvate Kinase (LmPK); 0.37% of 290,000 active; AID 1721, 2009; Potency, µM (doses to about 57.5 µM), inactives show top-dose activity change, negative = inhibition, actives largely listed as inhibitors; purified LmPK, Kinase-Glo ATP luminescence, 1 h; note: potency is the fitted concentration of half-maximal effect; % is set by controls: 0 for no effect and ±100 for the full control effect
Target sequence (Q27686 whole entry, looked up): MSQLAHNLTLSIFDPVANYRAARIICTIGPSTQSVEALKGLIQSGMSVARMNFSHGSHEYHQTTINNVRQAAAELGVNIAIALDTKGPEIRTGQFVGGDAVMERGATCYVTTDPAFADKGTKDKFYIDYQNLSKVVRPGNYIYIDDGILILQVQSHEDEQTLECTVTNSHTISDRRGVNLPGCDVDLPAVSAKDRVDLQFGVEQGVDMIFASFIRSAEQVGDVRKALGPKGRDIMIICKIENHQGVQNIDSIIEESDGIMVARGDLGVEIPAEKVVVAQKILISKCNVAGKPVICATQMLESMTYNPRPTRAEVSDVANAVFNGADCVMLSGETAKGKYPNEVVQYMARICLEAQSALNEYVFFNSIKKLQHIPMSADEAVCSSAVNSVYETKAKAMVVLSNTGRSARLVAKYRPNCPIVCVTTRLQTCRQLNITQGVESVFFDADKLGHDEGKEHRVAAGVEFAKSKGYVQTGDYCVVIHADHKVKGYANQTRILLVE
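Pyruvate kinase activity monitored as ATP production (luciferase luminescence). Conditions: 0.1 nM enzyme, 0.5 mM PEP, 0.1 mM ADP, 1 h, RT; normalized against uninhibited and no-enzyme wells.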
Starred values were filed as active, the others as inactive; ? = inconclusive; · = no result given; & = joins results of further samples; [ ] = dose if it differs, or a comment. Unless noted, calls come from the whole dose curve; as a rule, active = well fitted curve in the direction sought with a large enough effect; inconclusive = small, poorly fitted or top-dose-only effect, or another doubt; inactive = no such curve, though single readings can be large; an effect the other way counts as inactive or inconclusive. The order is random; any-hit rate near 22%.

SMILES	Tb PYK inh	Shiga inhibitor	Cycloheximide cs	AmpC no deterg	Pf growth 48h	Pf growth 96h	LmPK inhibitor
COC(=O)c1ccn(CC(=O)NC2CCCCC2)n1	-5%	-7	-4	1%	26%	1%	-6%
CCc1nc2c(sc3nc4c(cc32)COC(C)(C)C4)c(=O)n1CCN(CC)CC	1%	16	-2	-18%[2.29 µM]	7%	-8%	0%
Cc1cn(C2CC3OCC3O2)c(=O)[nH]c1=O (stereo not drawn)	3%	8	-1	-15%	0%	-8%	-5%
O=C(O)c1cc(-c2ccc(/C=N/Nc3ccc(Cl)cc3)o2)ccc1Cl	0%	14	2	-38%	11%	98%[activator]	7%
O=C(NNC(=O)C1COc2ccccc2O1)c1ccccc1O (stereo not drawn)	0%	·	·	-35%	15%	66%[activator]	·
Cc1ccc(C(=O)OCC(=O)NCCN2C(=O)CSC2=O)cc1	7%	7	3	-8%	17%	49%[activator]	-6%
C=CCOC(=O)C1=C(C)OC(N)=C(C(=O)OCC)C12C(=O)N(CC(N)=O)c1ccccc12 (stereo not drawn)	2%	33*	6	58%	-1%	13µM*	0%
COc1ccccc1N1CCN(S(=O)(=O)c2c(C)[nH]c(C)c2C(=O)N2CCCC2)CC1	-1%	-9	-2	68%[activator]	-7%	-17%	0%
O=C(c1cc(S(=O)(=O)Nc2ccccc2F)c(Cl)cc1Cl)N1CCN(CCO)CC1	3%	-7	-7	-16%	-3%	-4%	-6%
CSc1nsc(SC)c1NC(=O)Nc1ccccn1	9%	-13	-4	-26%	13%	64%[activator]	0%

Quoted at random: 5 records from the list.
SMILES	Tb PYK inh	Shiga inhibitor	Cycloheximide cs	AmpC no deterg	Pf growth 48h	Pf growth 96h	LmPK inhibitor
COc1ccccc1N1CCN(S(=O)(=O)c2c(C)[nH]c(C)c2C(=O)N2CCCC2)CC1	-1%	-9	-2	68%[activator]	-7%	-17%	0%
COC(=O)c1ccn(CC(=O)NC2CCCCC2)n1	-5%	-7	-4	1%	26%	1%	-6%
O=C(NNC(=O)C1COc2ccccc2O1)c1ccccc1O (stereo not drawn)	0%	·	·	-35%	15%	66%[activator]	·
Cc1ccc(C(=O)OCC(=O)NCCN2C(=O)CSC2=O)cc1	7%	7	3	-8%	17%	49%[activator]	-6%
CCc1nc2c(sc3nc4c(cc32)COC(C)(C)C4)c(=O)n1CCN(CC)CC	1%	16	-2	-18%[2.29 µM]	7%	-8%	0%

Carrying on:
SMILES	Tb PYK inh	Shiga inhibitor	Cycloheximide cs	AmpC no deterg	Pf growth 48h	Pf growth 96h	LmPK inhibitor
N#CCc1ccc(NS(=O)(=O)c2cccs2)cc1	0%	-11	-4	-13%	13%	62%[activator]	-3%
CC(C)N(CCNC(=O)c1oc(=O)c2ccccc2c1-c1ccccc1)Cc1ccco1	-2%	-5	14	39%	4%	?	-3%
CCn1c(CNC(=O)COc2ccc(C(C)C)cc2)nnc1SCC(=O)NC1CCCCC1C (stereo not drawn)	-4%	2	-4	24%	12µM*	10µM*	0%
COc1ccc(C2/C=C\CN(C(=O)CC(C)C)CC(=O)N2Cc2ccc(F)cc2)cc1 (stereo not drawn)	-2%	-10&10	-3&-4	102%[activator]	?	?	0%
N/C(=N\OC(=O)c1cc(-c2ccccc2)nc2ccccc12)c1cccnc1	2%	-7	-5	-11%	?	-1%	3%
COc1cc2c(cc1OC)C(c1ccc(-c3cc(Cl)ccc3Cl)o1)=NCC2	-5%	17	4	3%	·	9%	0%
O=C(CN(c1ccc(Cl)cc1)S(=O)(=O)c1ccc(Cl)c([N+](=O)[O-])c1)NCCc1ccccc1	0%	-3	6	-34%	?	?	2%
O=C(COc1ccccc1)N1CCN(c2nnc(-c3ccccc3)c3ccccc23)CC1	-1%	-17	-5	38%	?	10µM*	1%
COc1ccccc1C(=O)NCC(=O)N/N=C/c1cc(Br)ccc1OCc1ccccc1	-2%	20	10	25µM*	-8%	112%[activator]	0%
O=C(O)c1ccc(COc2ccccc2/C=C2/NC(=O)N(c3cccc(Cl)c3)C2=O)cc1	-10%	23	-3	21%[2.29 µM]	18%	?	3%
COCc1cc(=O)[nH]c2c1c(-c1ccccc1)nn2C	2%	-14	2	-9%	8%	39%[activator]	1%
O=C1CCC(=O)N1CCSC(=S)N1CCOCC1	7%	41*	8	-17%	26%	33%[activator]	-1%
O=C(NC1CCCCC1)C(c1cccnc1)N(C(=O)c1csnn1)C1CCCC1 (stereo not drawn)	0%	-4	-2	-6%	?	?	3%
O=C(CNC(=O)c1cccs1)c1ccc(Cl)cc1	-6%	79*	37*	-11%	133%[activator]	?	-5%
CC(C)(Oc1ccc(Cl)cc1)C(=O)O	4%&-10%	·	·	-12%	?	6%&8%	·
O=C(c1ccccc1)N1N=C(c2ccccc2)CC1c1ccccc1[N+](=O)[O-] (stereo not drawn)	-4%	-9	-2	-23%	?	1.7µM*	0%
Cc1ccc(S(=O)(=O)CC(C)N2CCOCC2)c(S(=O)(=O)CC(C)N2CCOCC2)c1 (stereo not drawn)	-1%	-5	-5	-7%	23%	0%	5%
CN(C)C(=O)/C(=C\c1ccncc1)NC(=O)c1ccccc1	6%	19	-5	-7%	41%[activator]	38%[activator]	1%
CCN(CC)S(=O)(=O)c1cccc(C(=O)Nc2cccnc2)c1	4%	11	8	-11%	-9%	-80%	-2%
CSc1ccc(C(=O)C2CCCN(C(=O)c3nonc3C)C2)cc1 (stereo not drawn)	8%	12	11	68%[activator]	15µM*	29%	-4%
c1cnc(N2CCN(Cc3c[nH]c4ccccc34)CC2)nc1	5%	-18	0	-8%	3%	2%	5%
CCN(CC)C(=O)c1sc(NC(=O)c2ccc(Br)o2)c(C(=O)OC)c1C	-5%	-23	-6	-9%	·	14%	5%
COCC(C)NC(=O)c1ccc(N(C)C)cc1 (stereo not drawn)	-3%	-4	4	-9%	34%[activator]	28%	-2%
Nc1nnc(SCC(=O)OCC(=O)NC2CCCCC2)s1	0%	-4	10	-23%	-19%	15%	10%
COc1ccc(CNC(=O)CCn2c(=O)c3cccn3c3ccc(F)cc32)cc1	-16%	-6	-10	-42%	-2%	?	-11%
CCOCCCNC(=S)Nc1ccc(S(N)(=O)=O)cc1	-7%	-4	7	-9%	2%	13%	1%
CCCn1nc(C(=O)N2CCc3ccccc3C2)c2ccccc2c1=O	-2%	-11	-7	10%	?	0%	-8%
Cc1c(C(C)C)c(=O)n(-c2ccc(S(=O)(=O)N3CCOCC3)cc2)n1C	6%	-8	-1	0%	14%	23%	-1%
COc1ccc(NC(=O)Nc2ccc(F)c(F)c2)c(OC)c1	0%	-1	14*	-23%	?	21%	5%
O=C(Nc1ccc(NC(=O)C2CC2)nc1)c1cccc(F)c1	4%	59*	47*	-15%	35%[activator]	-3%	-1%
CCOc1ccccc1C(=O)NCCC(=O)O	7%	-7	-2	-13%	-10%	11%	-8%
Oc1ccccc1N1CCN(C(=S)NCCc2ccccc2)CC1	-22%	31*	27*	-25%	-4%	44%[activator]	-2%
COC(=O)[C@H](C)NC(=O)Nc1cccc(C(F)(F)F)c1	-12%	-2	-1	-13%	-8%	-10%	1%
CCS(=O)(=O)N1N=C(c2cccc(NS(C)(=O)=O)c2)CC1c1cccs1 (stereo not drawn)	3%	-3	-3	33%	-4%	?	-12%
COc1ccc(NS(=O)(=O)c2cccc(NC(=O)CCC(=O)c3ccc(Cl)cc3)c2)cc1	-6%	-7	-2	-26%	-9%	?	1%
Nc1cccc(NC(=O)CCC(=O)NCc2ccco2)c1	-7%	-8	-2	-12%	14%	?	-1%
COc1ccc(Oc2nc(C(F)(F)F)nc3ccccc23)cc1	-1%	13	9	-20%	-15%	3%	-5%
CN(CC(=O)Nc1cccc(F)c1)C(=O)CCNC(=O)c1ccco1	-2%	·	·	-2%	?	17%	·
O=C(C1CC1)N1CCc2cc(S(=O)(=O)N(CCO)Cc3ccccc3)ccc21	-28%	-3	-3	24%	?	3%	8%
COc1ccc(/C=C2\SC(=S)N(CCCC(=O)Nc3cccc(C(=O)O)c3)C2=O)cc1OC	-8%	-28	-5	153%[activator]	?	?	-9%
COc1ccc(CCNC(=O)CSc2nc3[nH]ncc3c(=O)n2-c2ccc(C)c(Cl)c2)cc1OC	3%	96*	41*	208%[activator]	-81%	?	14%
COc1ccc(N2CC(C(=O)Nc3ccc(F)cc3F)CC2=O)cc1 (stereo not drawn)	-6%	-3	-1	-1%	13%	-1%	-1%
Cc1cc(SCC(=O)c2ccc(Cl)cc2)nc(=O)[nH]1	-20%	52*	43*	-22%	-6%	-2%	-3%
COC(=O)/N=C(/Cc1ccc(OC)cc1)c1ccc(OC)cc1	-9%	56*	18*	1%	31%[activator]	31%[activator]	?
CCc1cccc(C)c1NC(=O)CSc1nc2ccncc2[nH]1	3%&0%	9	5	-10%	25%	29%	7%
Cc1cc(-c2nc(C)c(-c3nnc(SCC(=O)Nc4ccc(Cl)cc4)n3C)s2)no1	2%	-8	-1	-5%	33%[activator]	41%[activator]	4%
Cc1ccc(C)c(N(CC(=O)NN=C2CCN(C)CC2)S(=O)(=O)c2ccccc2)c1	-13%	-7	-3	-27%	?	-3%	1%
CN(CC(=O)Nc1ccc(Cl)cc1)C(=O)CNC(=O)c1cccs1	0%	·	·	-23%	-25%	-16%	·
O=C(Cc1ccc(Cl)cc1)Nc1ccc(C(=O)N2CCCCC2)cc1	0%	-15	-4	-29%	10%	-5%	-5%
COc1ccccc1OP(=O)(O)Oc1ccccc1OC	0%	3	15	-14%	?	-21%	5%
(more compounds)
SMILES	Tb PYK inh	Shiga inhibitor	Cycloheximide cs	AmpC no deterg	Pf growth 48h	Pf growth 96h	LmPK inhibitor
O=Cc1ccc(-c2ccc(F)cc2)o1	0%	13	-1	-1%	4%	?	-1%
Cc1nc(-c2ccc(S(=O)(=O)N3CCN(c4ccccc4)CC3)cc2)co1	0%	15	-1	2%	9%	88%[activator]	4%
CC1CCC(NC(=O)CNC(=O)c2cccs2)CC1 (stereo not drawn)	5%	116*	45*	2%	137%[activator]	187%[activator]	-10%
COc1c(C(=O)Nc2ccc(Br)cn2)ccc2ccccc12	-4%	76*	26*	-14%	12%[0.00184 µM]	-22%	3%
CCSc1nnc(NC(=O)CCNS(=O)(=O)c2ccccc2F)s1	-5%	-5	11	-27%	-13%	?	0%
CCOC(=O)N1CCC(N2CC34C=CC(O3)C(C(=O)Nc3ccc(OCC)cc3)C4C2=O)CC1 (stereo not drawn)	3%	25	-1	1%	·	?	-1%
Cc1noc(C)c1COc1ccccc1C(=O)NCCc1ccccc1	2%	·	·	-15%	?	?	·
N=c1sccn1CC(=O)Nc1ccc2c(c1)CCC2	-4%	9	-2	76%[activator]	-13%	-2%	0%
CCCCOC(=O)c1cc(=O)[nH]c2ccc(C)cc12	-8%	1	5	-9%	?	?	-2%
